Compound activity as filed in PubChem.
BoNT-F LC inh – BoNT/F light chain protease inhibitors, primary screen, biochemical, flow cytometry, MLPCN library; Botulinum neurotoxin type F light chain protease (Clostridium botulinum); Multiplex microsphere protease cleavage assay; inhibition, % at 10 µM; actives 0.22% (n = 360,000); AID 588497, 2011; in the data active means inhibition above about 35%, passing the limit was not always enough; inconclusive means no clear call, values can overlap the other calls; further: plate controls were buffer without enzyme for full effect and enzyme alone for no effect
Yp Topo-I inh – Yersinia pestis topoisomerase I inhibitors, primary screen, biochemical, cleavage product accumulation, plate reader, single point | AID 504884, 2011 | DNA topoisomerase I (Yersinia pestis CO92) | actives 0.064% (n = 360,000) | activity, % at 10 µM | Y. pestis Topo-I cleavage product accumulation; in the data active means activity above about 50%, passing the limit was not always enough; inconclusive means no clear call, values can overlap the other calls; further: inactives centre near 2
FadD28 binding – inhibitors of FadD28 bisubstrate probe binding, primary screen, biochemical, fluorescence polarization, single point; actives 0.22% (n = 360,000); inhibition, % at 12.5 µM; Mycobacterium tuberculosis FadD28 fatty-acid-AMP ligase; in the data active means inhibition above about 8.5%, passing the limit was not always enough; inconclusive means no clear call, values can overlap the other calls
PfHsp40 yeast – rescue of yeast from PfHsp40 toxicity, primary screen, S. cerevisiae, ATP luminescence. S. cerevisiae expressing PfHsp40, growth rescue. growth rescue, % at 12.5 µM. actives 0.68% (n = 340,000). AID 504582, 2011; in the data active means growth rescue above about 28%, passing the limit was not always enough; inconclusive means no clear call, values can overlap the other calls;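 further: yeast W303a lacking pdr1 and pdr3 grown in galactose medium; growth measured after three days at 30 °C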
CCHFV vOTU inh – CCHFV vOTU protease inhibitors, primary screen, biochemical, Pep-AMC substrate, fluorescence; Crimean-Congo hemorrhagic fever virus L polyprotein viral ovarian tumor (vOTU) protease …; inhibition, % at 11.5 µM; actives 0.55% (n = 370,000); in the data active means inhibition above about 30%; further: 0% = vehicle wells with enzyme and 100% = no enzyme wells
PrPC TRFRET – inhibitors of human cell surface prion protein PrPC, primary screen, cell-based, TR-FRET; TR-FRET read-out; Major prion protein (Homo sapiens), P04156; actives 0.43% (n = 370,000); AID 720596, 2013; inhibition, % at 13.8 µM; in the data active means inhibition above about 24%; further: 0% = median of the test wells and 100% = reference compound wells
BoNT-A LC inh2 – BoNT/A light chain protease inhibitors, primary screen, biochemical, flow cytometry, MLPCN library; inhibition, % at 10 µM; AID 588499, 2011; actives 0.17% (n = 360,000); multiplex microsphere protease substrate cleavage; further: plate controls were buffer without enzyme for full effect and enzyme alone for no effect
TcdB GH inh – TcdB glycohydrolase inhibitors, primary screen, biochemical, single point, plate reader; Toxin B (Clostridioides difficile), P18177; TcdB glycohydrolase enzymatic assay; inhibition, % at 9.99 µM; actives 0.24% (n = 350,000); AID 652162, 2013; in the data active means inhibition above about 10%
Anthrax LF prot – Bacillus anthracis LF protease inhibitors, primary screen, biochemical, multiplex microsphere, MLPCN library. inhibition, % at 10 µM. AID 588501, 2011. Lethal factor (Bacillus anthracis), P15917. actives 0.12% (n = 360,000). multiplex microsphere protease cleavage assay; further: plate controls were buffer without enzyme for full effect and enzyme alone for no effect
Target sequence (P15917 whole entry, looked up): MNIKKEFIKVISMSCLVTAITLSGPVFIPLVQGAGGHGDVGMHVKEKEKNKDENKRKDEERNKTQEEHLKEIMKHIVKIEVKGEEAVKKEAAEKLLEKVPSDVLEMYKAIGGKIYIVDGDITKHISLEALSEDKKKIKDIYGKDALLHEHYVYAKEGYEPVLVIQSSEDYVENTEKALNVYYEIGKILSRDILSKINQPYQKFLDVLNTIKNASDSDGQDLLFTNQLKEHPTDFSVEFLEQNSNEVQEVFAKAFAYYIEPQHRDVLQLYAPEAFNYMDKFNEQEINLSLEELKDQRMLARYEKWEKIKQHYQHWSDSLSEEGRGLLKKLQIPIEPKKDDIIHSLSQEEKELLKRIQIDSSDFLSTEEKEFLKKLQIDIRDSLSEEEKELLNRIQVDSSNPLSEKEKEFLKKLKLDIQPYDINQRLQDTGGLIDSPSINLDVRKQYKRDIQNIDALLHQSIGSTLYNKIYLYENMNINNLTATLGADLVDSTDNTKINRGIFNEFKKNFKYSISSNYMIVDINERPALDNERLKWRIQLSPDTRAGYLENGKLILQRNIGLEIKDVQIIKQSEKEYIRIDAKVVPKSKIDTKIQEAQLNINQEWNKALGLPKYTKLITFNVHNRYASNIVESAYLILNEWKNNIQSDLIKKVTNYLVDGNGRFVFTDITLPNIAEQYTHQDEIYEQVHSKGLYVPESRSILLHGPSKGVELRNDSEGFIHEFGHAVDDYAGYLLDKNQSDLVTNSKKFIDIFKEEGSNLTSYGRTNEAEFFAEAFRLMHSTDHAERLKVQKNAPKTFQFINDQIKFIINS
An asterisk follows results filed as active; ? = inconclusive; . = no result given; & = joins results of further samples. Unless noted, no stated cut-off is given here; in the data, active means inhibition above about 30%; inconclusive means no clear call, values can overlap the other calls; inactive means below that.

SMILES	BoNT-F LC inh	Yp Topo-I inh	FadD28 binding	PfHsp40 yeast	CCHFV vOTU inh	PrPC TRFRET	BoNT-A LC inh2	TcdB GH inh	Anthrax LF prot
Cc1cccc(OCc2nnc(SCC(=O)N(c3ccccc3)C3CCS(=O)(=O)C3)o2)c1 (stereo not given)	3	48	-1.1	-0.2	12	10	-0.3	0.3	-1
CCN(CC(=O)Nc1ccccc1OC)C(=O)c1ccc(NS(=O)(=O)c2ccc(C(C)=O)cc2)cc1	-370	-4	-1.0	1.3	17	-4	-217	0.1	-47
COC(=O)c1[nH]c2ccc(C)cc2c1NC(=O)CN1CCN(c2ccccc2)CC1	12	2	0.0	3.1	1	12	-1.0	.	-1
O=C1NC[C@H](CCCCN2C[C@H](Cc3ccc(O)cc3)N(Cc3ccccc3)C(=O)C2=O)N(CC2CCCCC2)C1=O	-10	.	.	.	12	8	-1.2	0.1	-16
Clc1cccc(C2NCCc3[nH]cnc32)c1 (stereo not given)	8	-1	-2.8	3.8	-1	-7	0.4	.	2
O=C(NCc1ccccn1)C1CCN(S(=O)(=O)N2CCC3(CC2)OCCO3)CC1	-11	0	-2.9	-0.7	9	-7	-0.6	.	-3
CCOC(=O)Nc1ccc2c(c1)ncn2C1CCCCC1	-8	10	-6.2	-1.2	7	0	1.0	.	-1
COc1ccc(-c2ccc(C(=O)NCCN3CCOCC3)c3occc23)c(C)c1	-4	18	-24	.	-1	-4	-0.4	0.2	-5
CCN1CCN(C(=S)Nc2ccc3nc(N4CCN(C)CC4)cc(C)c3c2)CC1	-3	0	-2.6	0.9	-26	-3	0.0	-6.4	0
CN(CC(=O)Nc1ccccc1C(F)(F)F)C(=O)CSCc1ccccc1	5	1	1.8	0.7	-4	3	1.2	-0.3	-5
CC1CCN(S(=O)(=O)c2c[nH]c(=O)[nH]c2=O)CC1	-6	-6	-0.3	1.0	-10	0	-8.3	-1.1	-3
Cc1noc(NS(=O)(=O)c2ccc(NC(=O)c3cccc(S(=O)(=O)N(C)c4ccccc4)c3)cc2)c1C	-3	3	1.6	0.3	17	6	-0.1	-0.9	-3
CN(C)[C@H]1CCN([C@@H]2CS(=O)(=O)N[C@H]2COCc2ccccc2)C1	-9	.	-3.0	.	13	-3	-2.0	0.1	-4
Cc1ccc(SCC(=O)Nc2oc(C)c3c(C)n[nH]c(=O)c23)cc1C	2	3	.	0.6	3	-6	-2.1	-0.7	-6
CC(C)C(NS(=O)(=O)c1cccc2nsnc12)C(=O)Nc1nc2ccc(Cl)cc2s1 (stereo not given)	-9	-10	-3.9	-0.1	-5	-6	0.6	0.5	-8
CSc1ccc(CN2CCC(N3CCC(C(=O)NC4CC4)CC3)CC2)cc1	-3	-6	-1.1	.	23	9	-0.1	-7.4	4
CC1(C)N=C(N)N=C(N)N1CCCCc1ccccc1	-7	-3	-4.3	-0.2	0	-3	0.0	1.2	-5
CCN(CC)CCCNC(=O)c1ccc(S(=O)(=O)Nc2ccc(C)c(C)c2)cc1	4	-11	-1.5	-0.2	6	-1	-0.1	1.5	-5
C[C@H](NC(=O)c1nc[nH]c1C(=O)NCCCCCNC(=O)OC(C)(C)C)c1ccccc1	2	20	-4.1	1.1	13	17	-0.1	1.1	-1
Cc1ccccc1C(=O)Nc1ccc(Cl)cn1	4	1	-3.3	-1.0	1	5	0.8	.	-1
Cc1ccc(C(=O)NNC(=O)c2ccncc2)cc1[N+](=O)[O-]	-4	4	-3.4	-1.1	-8	-13	0.1	0.7	0
CCOCCCNC(=O)Cn1cnc2c(cnn2-c2ccc(C)c(C)c2)c1=O	-2	2	-1.7	-1.5	-16	-1	-0.3	-0.1	-2
COc1ccc(-c2nc(N)n(C(=O)c3ccco3)n2)cc1	3	3	-4.0	-0.2	7	-2	-0.2	1.0	0
C=CC[C@@H](CC(=O)N[C@@H](CO)Cc1ccccc1)C(=O)N[C@H](COC(=O)[C@@H](CC=C)CC(=O)OC(C)(C)C)Cc1c[nH]c2ccccc12	-10	0	-0.8	13	19	4	0.2	0.6	-1
C=CCn1c(SCC(=O)NCC2CCCO2)nc2c([nH]c3ccccc32)c1=O (stereo not given)	5	-6	-4.5	-2.4	-3	7	0.7	1.2	-3
COc1ccc(OC)c(NC(=O)CSc2nncc(=O)n2N)c1	.	1	-1.7	0.4	-2	1	.	0.5	.
O=C(NCc1ccccc1)c1cc(C2CCCN(C(=O)CCc3ccccc3)C2)on1 (stereo not given)	6	27	-1.3	.	2	2	-0.3	0.2	-5
CC(=O)C[C@H](O)CC(=O)[C@H]1OC(=O)CCCCC/C=C/Cc2ccccc21	2	20	-0.7	-2.3	2	-4	0.5	-0.6	8
CCCN(CC(=O)Nc1ccccc1C)C(=O)c1ccc(-c2ccc([N+](=O)[O-])cc2)o1	-2	-1	0.4	-0.4	9	-14	1.2	1.2	-2
COc1ccc(NC(=O)N(C)C[C@H]2OCc3cnnn3CCCC(=O)N([C@@H](C)CO)C[C@H]2C)c(OC)c1	-10	0	-2.7	.	-7	3	-0.4	-0.4&0.1	0
CC(=O)c1ccc(NC(=S)N2CCN(S(=O)(=O)c3ccc(F)cc3)CC2)cc1	0	6	-0.7	0.5	14	13	0.0	-2.5	0
Cn1nccc1C(=O)Nc1ccc(OC(=O)c2ccnn2C)cc1	8	-9	-0.1	-2.0	10	3	1.5	.	-7
NC(=O)c1ccc(C2SCC(=O)N2CCc2ccccc2)cc1 (stereo not given)	3	8	-0.2	-1.0	14	10	1.7	-9.0	5
Cc1cc(S(=O)(=O)N2CCN(CC(=O)N(C)Cc3ccccc3)CC2)ccc1Br	-12	49	-5.0	1.1	16	4	-9.5	1.1	-5
O=C(COC(=O)c1cc(Br)ccc1O)Nc1ccc2c(c1)OCO2	-11	4	-0.7	9.0	14	-3	-0.6	-2.0	-8
COCCC(=O)N1CCC(Oc2ccc(C(=O)NCCc3cnn(C)c3)cc2)CC1	11	-1	-1.2	-0.6	11	-4	3.0	-0.1	-3
COC(=O)c1ccc(S(=O)(=O)NNC(=O)c2ccc(S(=O)(=O)N3CCCCC3)cc2)cc1	0	4	0.4	-0.4	5	4	0.8	.	0
CCOc1ccc(/C=C/c2nc(C#N)c(NCCCOC)o2)cc1	16	-11	-0.5	1.0	-29	-2	1.3	0.9	-13
COc1ccc(C2(C)NC(=O)N(CC(=O)Nc3ccc(-c4nc5ccc(C)cc5s4)cc3)C2=O)cc1 (stereo not given)	-2	4	0.4	-0.4	-4	3	0.4	1.3	-1
CCN(CC)c1nc(-c2ccc(Cl)cc2)cc(C(F)(F)F)c1C#N	16	-7	-0.7	-1.1	4	-8	20	.	16

8 compounds already listed, sorted by count of non-hydrogen atoms, highest first:
SMILES	BoNT-F LC inh	Yp Topo-I inh	FadD28 binding	PfHsp40 yeast	CCHFV vOTU inh	PrPC TRFRET	BoNT-A LC inh2	TcdB GH inh	Anthrax LF prot
C=CC[C@@H](CC(=O)N[C@@H](CO)Cc1ccccc1)C(=O)N[C@H](COC(=O)[C@@H](CC=C)CC(=O)OC(C)(C)C)Cc1c[nH]c2ccccc12	-10	0	-0.8	13	19	4	0.2	0.6	-1
COc1ccc(NC(=O)N(C)C[C@H]2OCc3cnnn3CCCC(=O)N([C@@H](C)CO)C[C@H]2C)c(OC)c1	-10	0	-2.7	.	-7	3	-0.4	-0.4&0.1	0
COc1ccc(C2(C)NC(=O)N(CC(=O)Nc3ccc(-c4nc5ccc(C)cc5s4)cc3)C2=O)cc1 (stereo not given)	-2	4	0.4	-0.4	-4	3	0.4	1.3	-1
O=C(NCc1ccccc1)c1cc(C2CCCN(C(=O)CCc3ccccc3)C2)on1 (stereo not given)	6	27	-1.3	.	2	2	-0.3	0.2	-5
COCCC(=O)N1CCC(Oc2ccc(C(=O)NCCc3cnn(C)c3)cc2)CC1	11	-1	-1.2	-0.6	11	-4	3.0	-0.1	-3
Cc1cc(S(=O)(=O)N2CCN(CC(=O)N(C)Cc3ccccc3)CC2)ccc1Br	-12	49	-5.0	1.1	16	4	-9.5	1.1	-5
CC(=O)c1ccc(NC(=S)N2CCN(S(=O)(=O)c3ccc(F)cc3)CC2)cc1	0	6	-0.7	0.5	14	13	0.0	-2.5	0
CCN(CC)c1nc(-c2ccc(Cl)cc2)cc(C(F)(F)F)c1C#N	16	-7	-0.7	-1.1	4	-8	20	.	16

Remaining list, next part
SMILES	BoNT-F LC inh	Yp Topo-I inh	FadD28 binding	PfHsp40 yeast	CCHFV vOTU inh	PrPC TRFRET	BoNT-A LC inh2	TcdB GH inh	Anthrax LF prot
O=C(CNC(=O)c1ccccc1Cl)NC1CCN(Cc2ccccc2)CC1	14	5	0.5	-0.3	-2	-4	-1.3	0.5	20
COc1ccc(-c2csc(NC(=O)CN3C(=O)NC4(CCCC4)C3=O)n2)cc1	.	15	0.1	-1.4	8	0	.	1.9	.
O=C(OCC(=O)c1c[nH]c2ccccc12)c1ccc(F)c(S(=O)(=O)N2CCOCC2)c1	8	-1	?	.	-4	3	0.1	1.7	-1
Cc1cc(=O)n(-c2ccc(O)cc2)[nH]1	2	5	0.3	0.0	27	1	-0.5	.	2
CC(C)COC(=O)c1cc(=O)[nH]c2ccccc12	-3	0	-0.2	-0.1	3	0	-1.3	.	-6
CCOC(=O)C1CCN(c2cc3c(cc2NC(=O)c2ccccc2)n(C)c(=O)n3C)CC1	21	21	0.8	0.7	-5	-2	4.4	0.6	8
Cc1cccc(-c2nc3c(s2)CCc2onc(-c4ccc(Br)cc4)c2-3)c1	-5	7	-1.2	-0.2	2	-5	-1.1	0.6	-3
CC(C)(C)c1ccc(OCc2ccc(C(=O)N/N=C/c3ccc(O)c(O)c3)cc2)cc1	-5	-13	-6.1	1.5	-3	17	-0.1	0.2	0
CCCn1c(O)c(N=NC(=O)CNC(=O)Cc2ccc(OC)cc2)c2ccccc21	-8	17	-0.4	0.0	32*	-35	1.2	3.6	-4
CN1CCN(C(=O)c2ccccc2NC(=O)c2sc3ccccc3c2Cl)CC1	-18	8	-3.3	5.3	-6	9	0.2	2.5	-2
COc1cc(C)nc(N2CCC(C(N)=O)CC2)n1	3	5	-1.1	-0.5	-2	5	0.8	.	4
COc1ccc(CN2C[C@@H](CO)O[C@@H](n3cnc4c(NCc5ccco5)ncnc43)C2)cc1	1	-5	-2.0	.	-6	1	0.3	0.0	-3
O=C(CN1C(=O)NC(Cc2c[nH]c3ccccc23)C1=O)Nc1ccc(F)cc1F (stereo not given)	-9	5	0.7	-1.0	1	-4	-0.4	1.2	2
COc1ccc(NC(=O)CCN2CCN(c3ccc(F)cc3)CC2)cc1	2	5	0.6	-0.7	-13	0	-0.5	7.0	-10
O=C(NCCc1ccccc1)c1nc2ncccn2n1	3	9	-1.0	1.1	-2	-3	0.3	.	-1
Cc1nn(CC(=O)Nc2cccnc2)c(=O)c2ccccc12	-5	3	0.5	-0.9	-5	1	-1.0	-0.1	1
O=C(Nc1ccc(N2CCN(C(=O)c3ccccc3)CC2)cc1)c1cccnc1	-28	-9	-0.7	-0.4	3	4	-1.2	2.1	-8
